# Assay outcomes: PubChem BioAssay, Broad Institute
# SIRT5 inh: SIRT5 desuccinylase inhibitors, primary screen, biochemical, fluorescence imaging, single point, set 5. Purified SirT5, succinyl-peptide AMC, trypsin-coupled fluorescence. NAD-dependent protein deacylase sirtuin-5, mitochondrial (Homo sapiens), Q9NXA8. inhibition, % at 15 µM. AID 652115, 2013. hit rate 1.1% among 330,000; in the data active = inhibition above about 15%
# Target sequence (Q9NXA8 whole entry, looked up): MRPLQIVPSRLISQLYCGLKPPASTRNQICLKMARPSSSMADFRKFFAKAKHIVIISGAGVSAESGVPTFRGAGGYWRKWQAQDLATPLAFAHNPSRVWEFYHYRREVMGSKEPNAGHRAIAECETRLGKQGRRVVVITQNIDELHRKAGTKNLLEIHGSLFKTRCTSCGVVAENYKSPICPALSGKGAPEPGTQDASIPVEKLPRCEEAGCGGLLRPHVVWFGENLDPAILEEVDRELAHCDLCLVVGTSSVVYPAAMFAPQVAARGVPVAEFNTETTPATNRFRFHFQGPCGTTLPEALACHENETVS
# Cneo AK release: Cryptococcus neoformans cell lysis inducers, primary screen, AK release luminescence, single concentration; C. neoformans lysis, adenylate kinase release luminescence, 4 h; normalised: neutral wells 0, clomiphene wells 100; lysis activity, % at 15 µM; hit rate 0.2% among 360,000;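 active = mean lysis activity across replicates of at least 80%, whatever share of replicates individually reach that level; inactive = mean lysis activity below 80%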
#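 Test system: log-phase Cryptococcus neoformans yeast cells. Input: 5 × 10^6 yeast cells/mL. Medium: fresh YPD growth medium. Doses: single dose. Incubation: static 4 h at 37 °C with compound, 1 h detection. Measured by: luminescent adenylate kinase detection reagent. Read-out: signal increase indicating cell lysis. Benchmarks: Clomiphene.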
# LGR2 inh: inhibitors of bursicon-induced LGR2 CRE-luciferase signal, primary screen, cell-based, HEK293, CRE-luciferase reporter, bursicon stimulation; inhibition, % at 9.99 µM; bursicon-stimulated, 4 h; hit rate 0.35% among 380,000; AID 720647, 2013; Drosophila bursicon receptor LGR2 (rickets);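 active = drop in luminescence signal, shown as inhibition above about 50% in the replicate tests, limit read from the data, passing the limit was not always enough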;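 note: agonist challenge used bursicon conditioned medium at about half maximal strength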
# C2C12 statin: suppressors of statin myotoxicity in C2C12 myotubes, primary screen, cell-based, single point, plate reader; C2C12 myotubes + simvastatin, ATP luminescence, 48 h; scaled: DMSO 0, geranylgeraniol control 100; rescue of ATP level, % at 7.49 µM; hit rate 0.78% among 330,000; AID 602340, 2012;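 active = mean ATP rescue above about 67%, or every replicate alone reaching that limit, limit read from the data, passing the limit was not always enough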;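 note: myotubes were challenged with 10 µM simvastatin during compound exposure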
# Xi reactivation: activators of inactive X chromosome reactivation, primary screen, imaging, XiGFP fibroblasts, GFP high-content imaging, set 2 | XiGFP mouse fibroblasts, % GFP-positive cells imaging, 3 d; cells co-treated with 5-aza-dC sensitizer; scaled so ellipticine positive control = 100% | activation, % at 7.58 µM | hit rate 0.055% among 360,000 | AID 743238, 2013;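 active = mean normalized replicate activation at least 10% and every replicate at or above 10%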;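 note: 0% = median of on-plate neutral control wells and 100% = ellipticine 6 µM median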
#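 System: 68-5-11 XiGFP fibroblast line; Timing: 3 days compound exposure; Compound dosing: one concentration, pinned; Benchmarks: positive control ellipticine, 6 µM final; Buffer or medium: DMEM containing 5-aza-dC.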
# ERAP1 HTS inh: human ERAP1 aminopeptidase inhibitors, primary screen, biochemical, single point, plate reader; Endoplasmic reticulum aminopeptidase 1 (Homo sapiens), Q9NZ08; recombinant ERAP1, Leu-AMC fluorescence, 60 min; inhibition, % at 10.7 µM; hit rate 0.15% among 340,000;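 active = mean replicate inhibition of at least 30%, or all replicates individually reaching that 30% level; inactive = mean below 30% and not every replicate reaching it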;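 note: 0% = neutral control wells and 100% = L-leucinethiol positive control wells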
# S100A4 inh HTS: inhibitors of S100A4-myosin IIA peptide binding, primary screen, biochemical, fluorescence polarization, TAMRA-MyoIIA peptide; Protein S100-A4 (Homo sapiens), P26447; inhibition, % at 10.7 µM; hit rate 0.14% among 360,000;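 active = mean inhibition of at least 70% across replicates, with every replicate also reaching that level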
# Target sequence (P26447 whole entry, looked up): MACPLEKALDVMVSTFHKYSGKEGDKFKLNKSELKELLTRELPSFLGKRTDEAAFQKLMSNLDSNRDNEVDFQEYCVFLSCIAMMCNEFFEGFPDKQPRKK
#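 Material: S100A4 monomer (human). Medium: Calcium-containing HEPES buffer, pH 7.2. Probe or stimulus: labelled myosin peptide probe, 5 nM. Compound dosing: one concentration per compound. Timing: polarization read 5 min after assay mix addition, stable 5–60 min. Benchmarks: DMSO as neutral control, TFP as positive control.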
# PGC1a acetyl inh: inhibitors of PGC1a acetylation signal, primary screen, cell-based, U2OS, AlphaScreen, inhibitor mode; AlphaScreen anti-acetyl-lysine; with virally co-expressed GCN5 acetyltransferase; AID 651687, 2012; inhibition, % at 15.6 µM; hit rate 0.17% among 350,000;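 active = every replicate shows inhibition of at least 40%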;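 note: 0% = neutral control wells and 100% = positive control wells; some results beyond the cut were filed as inactive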
# Active calls of the source: *; nt = not tested or not shown.
SMILES,SIRT5 inh,Cneo AK release,LGR2 inh,C2C12 statin,Xi reactivation,ERAP1 HTS inh,S100A4 inh HTS,PGC1a acetyl inh
CN1CCCCC(NC(=O)COCc2ccccc2)C1=O (stereo unspecified),nt,nt,12,nt,0.2,-3,-1,nt
CCC(CC)COC(=O)C1=C(C)NC(=O)NC1c1cccc([N+](=O)[O-])c1 (stereo unspecified),2,0,-1,-11,0.0,0,-4,4
CCOC(=O)C1=C(COC(=O)Cc2ccccc2F)NC(=O)NC1C (stereo unspecified),0,-1,-4,12,0.0,2,2,nt
COc1ccc(/C=C/C(=O)NC2CCCCCC2)cc1S(=O)(=O)N1CCOCC1,nt,nt,-5,nt,-0.1,-5,-8,nt
c1cnc(N2CCN(c3ccc4ccccc4n3)CC2)nc1,-1,-3,-36,-14,0.1,3,-2,nt
O=C(CNS(=O)(=O)c1ccc2c(c1)OCCCO2)N1CCN(Cc2ccccc2)CC1,-1,-1,-24,22,0.4,-1,-2,4
COc1ccc(S(=O)(=O)N2CCN(C(C)C(=O)Nc3ccc(C(C)C)cc3)CC2)cc1 (stereo unspecified),5,-1,nt,-16,0.0,4,-3,5
Cc1ccc(S(=O)(=O)N(C)CC(=O)OCC(=O)NCCc2ccc(S(N)(=O)=O)cc2)cc1,nt,nt,0,nt,0.2,0,5,nt
O=C1OCc2cc(NC(=O)C3CCCCC3)ccc21,-1,-1,-11,-6,nt,3,3,-2
Cc1noc(C)c1NC(=O)Nc1ccc2c(c1)C(=O)N([C@@H](C)CO)C[C@@H](C)[C@@H](CN(C)S(C)(=O)=O)OCCCC[C@@H](C)O2,-1,3,-8,nt,0.0,-2,-5,4
O=C(Nc1c2c(nn1-c1ccccc1)CS(=O)(=O)C2)c1ccccc1Br,-3,3,-14,-3,0.1,1,-2,nt
COc1ccc(C(=O)CCS(=O)(=O)c2ccc(C)cc2)cc1OC,2,-1,8,-8,0.5,4,4,nt
C[C@@H]1CN([C@@H](C)CO)S(=O)(=O)c2ccc(C#C[C@@H](C)O)cc2O[C@H]1CN(C)CC1CC1,nt,nt,-11,-61,-0.1,nt,nt,-3
Cc1cc(C)c(S(=O)(=O)N2CCCC(C(=O)N3CCOCC3)C2)c(C)c1 (stereo unspecified),1,1,-13,nt,0.0,-2,0,nt
c1ccc(-c2ccc(C3[C@H]4CNC[C@@H]3N4Cc3cccc(-c4ccncc4)c3)cc2)cc1 (stereo partly specified),1,nt,3,nt,0.1,-3,1,nt
Cc1noc(C)c1S(=O)(=O)Nc1ccc2c(c1)C(=O)N([C@@H](C)CO)C[C@@H](C)[C@@H](CN(C)Cc1ccncc1)OCCCC[C@@H](C)O2,-2,-1,7,nt,0.0,1,-3,-4
Cc1ccc(OCC(=O)N/N=C\c2ccc(O)cc2)c([N+](=O)[O-])c1,0,nt,-14,nt,0.0,8,8,1
CCOC(=O)CN(C(=O)COc1nc(C)cc(C)c1C#N)c1cccc(Cl)c1,-1,3,-6,9,0.3,4,3,0
COc1ccc(-c2noc(CSc3nnc(-c4ccncc4)n3-c3ccc(F)cc3)n2)cc1OC,-6,-2,-4,-26,nt,1,-3,1
COc1ccc(OCCSc2nc3ccccc3c(=O)[nH]2)cc1,nt,-4,-2,-12,nt,nt,nt,-4
O=C(c1ccc2c(=O)n(Cc3ccccc3)c(=S)[nH]c2c1)N1CCOCC1,1,-3,-2,3,0.0,-5,2,4
NS(=O)(=O)c1ccc(CCNC(=O)CCNS(=O)(=O)c2ccccc2C(F)(F)F)cc1,2,0,38,-6,0.3,1,-3,nt
COc1ccc(CN(C)C[C@H]2Oc3ccc(NS(=O)(=O)c4cn(C)cn4)cc3C(=O)N([C@H](C)CO)C[C@H]2C)cc1,-2,0,-10,-7,-1.3,0,0,0
C/C=C/c1ccc([C@H]2[C@@H](CO)N(C(C)=O)C23CN(C(=O)c2ccccc2)C3)cc1,5,nt,1,nt,0.1,3,-7,2
O=C(CCc1ccccc1)NCCc1cccs1,-4,nt,18,nt,-0.1,4,3,-2
CC(=O)NS(=O)(=O)c1ccc(NC(=O)COc2ccc(C(=O)c3ccccc3)cc2)cc1,-1,1,0,nt,-0.1,-1,2,nt
COC(=O)C1=C(C)NC(=O)/C1=C\N(C)C,0,nt,8,-1,0.0,4,-7,5
Cc1ccc(Cl)cc1N1CCN(Cc2nnnn2Cc2ccco2)CC1,nt,1,8,8,nt,nt,nt,-20
CC1(c2ccc([N+](=O)[O-])cc2)NC(=O)NC1=O (stereo unspecified),-1,15,-10,-8,0.2,-3,-1,-9
COc1cccc(N2CCN(CC(=O)Nc3ccc(S(=O)(=O)N4CCCCCC4)cc3)CC2)c1,-5,-2,8,29,0.2,-2,2,-12
C[C@H](CO)N1C[C@H](C)[C@@H](CN(C)C(=O)Nc2ccc(F)cc2)Oc2c(NC(=O)Nc3ccc4c(c3)OCO4)cccc2C1=O,nt,0,-20,2,0.0,nt,nt,7
Cc1ccc(N/N=C2\CCS(=O)(=O)c3sccc32)cc1,0,nt,-8,nt,0.0,0,20,nt
C[C@H]1CN([C@@H](C)CO)C(=O)c2cccc(NS(=O)(=O)c3ccc(F)cc3)c2O[C@H]1CN(C)S(=O)(=O)c1ccc(Cl)cc1,1,0,3,nt,1.1,0,-44,1
C[C@H](CO)N1C[C@H](C)[C@H](CN(C)Cc2ccc3c(c2)OCO3)Oc2ccc(NC(=O)CCN3CCOCC3)cc2C1=O,-5,1,2,-7,-1.1,3,-3,1
O=C(CN1CCN(Cc2ccccc2)CC1)N/N=C/c1ccccc1F,-1,1,nt,nt,0.0,-5,-1,11
CN1CCN(C(=S)c2cn(Cc3ccccc3)c3ccccc23)CC1,3,1,22,1,0.3,1,-2,nt
CC(C)[C@H](NS(=O)(=O)c1cccc(Cl)c1)C(=O)OCC(=O)N1CCN(c2ccccc2)CC1,8,-1,nt,nt,0.3,5,3,26
Cc1ccc(NC(=S)N(Cc2ccco2)C(C)c2cccs2)cc1 (stereo unspecified),-3,1,-10,nt,0.5,nt,-6,-4
O=C(Nc1cccc(NC(=O)C2CCCO2)c1)C1CCCO1 (stereo unspecified),-7,7,12,nt,0.1,-8,-3,-6
O=C(Nc1nccs1)[C@@H]1[C@@H](CO)[C@@H]2Cn3c(ccc(-c4cccnc4)c3=O)[C@@H]2N1CC1CCCC1,-3,-1,-3,36,-0.1,1,7,nt
CCOC(=O)C[C@H]1c2ccccc2S(=O)(=O)N1C1CC1,-2,-3,-10,18,0.0,2,9,-16
O=[N+]([O-])c1ccc(O)c(/C=N/Nc2ncnc3c2cnn3-c2ccccc2)c1,2,-2,-9,2,0.1,0,-3,nt
CC(=O)N1CCN(c2ccc(NC(=O)c3ccccc3)cc2)CC1,7,4,-8,-5,0.1,3,-11,5
CCC(NC(=O)NC1CCCCC1)c1ccccc1 (stereo unspecified),nt,nt,-3,nt,0.0,1,1,nt
Cc1ccc(S(=O)(=O)N(CC(=O)Nc2cccc(C(F)(F)F)c2)C(=O)N2CCN(C)CC2)cc1,-1,0,8,-6,0.1,2,3,-1
Cc1ccsc1CN(C)Cc1nc(C2CC2)no1,2,nt,1,nt,0.2,7,0,nt
CS(=O)(=O)Nc1ccc(-c2ccc(/C=C3\SC(N)=NC3=O)o2)cc1,3,1,-5,6,-0.2,2,-1,-7
CC(C)Cc1nnc(NC(=O)C2CCN(C(=O)c3ccc(Cl)cc3)CC2)s1,1,1,6,7,0.1,0,2,-7
CCN(CC)S(=O)(=O)c1cc(C(=O)OCC(=O)NC(=O)c2cccn2C)ccc1C,nt,0,18,1,0.2,nt,nt,nt
O=C(c1cnccn1)N1CC(=O)N2[C@H](C1)[C@@H](c1ccc(C#CCc3ccccc3)cc1)[C@@H]2CO,1,nt,-12,nt,0.0,0,-9,-3

# Some of the entries above, set out differently:
Molecule	SIRT5 inh	Cneo AK release	LGR2 inh	C2C12 statin	Xi reactivation	ERAP1 HTS inh	S100A4 inh HTS	PGC1a acetyl inh
CCC(NC(=O)NC1CCCCC1)c1ccccc1 (stereo unspecified)	nt	nt	-3	nt	0.0	1	1	nt
Cc1ccsc1CN(C)Cc1nc(C2CC2)no1	2	nt	1	nt	0.2	7	0	nt
O=C(c1cnccn1)N1CC(=O)N2[C@H](C1)[C@@H](c1ccc(C#CCc3ccccc3)cc1)[C@@H]2CO	1	nt	-12	nt	0.0	0	-9	-3

# The listing continues:
SMILES,SIRT5 inh,Cneo AK release,LGR2 inh,C2C12 statin,Xi reactivation,ERAP1 HTS inh,S100A4 inh HTS,PGC1a acetyl inh
C=CC(COCc1ccccc1)N(Cc1ccccc1)S(=O)(=O)c1ccccc1Br (stereo unspecified),nt,3,7,26,0.1,nt,nt,nt
COc1cc(-c2cccc([C@H]3[C@@H]4C=CC[C@@H](C)[C@@H]4C(=O)N3Cc3ccccc3)c2)cc(OC)c1OC,0,2,14,31,0.0,nt,-1,-33
Cc1ccc(-c2csc(=Nc3cccnc3)n2CCCn2ccnc2)cc1C,2,nt,nt,nt,-0.1,5,-4,nt
COc1ccc(S(=O)(=O)N2CCCCC2)cc1NC(=O)C1CC(=O)N(c2ccc3c(c2)OCCO3)C1 (stereo unspecified),0,nt,-3,15,0.0,2,0,nt
C[C@@H]1CN([C@H](C)CO)C(=O)CCCn2nncc2CO[C@@H]1CN(C)CC1CCCC1,-2,0,-3,-16,-0.1,0,9,3
O=C(Nc1ccc(Cl)c([N+](=O)[O-])c1)ONC1=NCCCCC1,-4,0,6,0,0.0,7,0,-12
CCCN1[C@H](CO)[C@H](c2ccc(C3=CCCC3)cc2)[C@H]1CNC(=O)NC(C)C,3,nt,-10,nt,0.1,0,11,nt
C[C@@H]1CN([C@H](C)CO)C(=O)Cc2cc(NC(=O)Cc3ccccc3)ccc2O[C@@H]1CN(C)S(=O)(=O)c1cccs1,8,1,-15,23,-0.3,1,41,8
O=C(CN1C(=O)NC2(CCCCCC2)C1=O)NCc1ccccc1Cl,-1,0,-32,-3,0.0,0,-1,3
CCc1nnc(NC(=O)c2ccc(NC(=O)C(C)C)cc2)s1,2,nt,-6,nt,0.0,-3,3,nt
CO[C@@H]1CN(C)C(=O)c2cc(NC(=O)C3CCCC3)ccc2OC[C@@H](C)N(CCC(F)(F)F)C[C@@H]1C,0,1,-11,11,-0.4,3,-4,nt
Fc1ccc(NC(=S)NCc2ccccc2)cc1,-2,1,-10,-4,0.0,8,-1,nt
O=C(NCC(=O)N1CCC(Cc2ccccc2)CC1)c1ccc(Cl)cc1,-6,4,-12,nt,0.1,-3,4,nt
Cc1ccc(Cl)cc1N1CCN(C(=O)CCS(=O)(=O)c2ccc3c(c2)NC(=O)CO3)CC1,4,12,9,5,0.0,-2,0,4
COC(=O)Cc1ccc(OC2(C)CCN(Cc3ccc4c(c3)OCCO4)C2)cc1 (stereo unspecified),nt,-1,12,29,-0.1,-3,-2,1

# A portion of the library, so the mix of outcomes need not match the whole.
